HT1080 IDH1KD tx – qHTS for induction of synthetic lethality in tumor cells producing 2HG: qHTS for the HT-1080-IDH1KD cell line; HT-1080 IDH1 knockdown viability, ATP luminescence, 48 h; 360,000 compounds, 2% hits; Potency, µM (series often up to 46.1 µM), inactives show at the highest dose activity, negative = toxicity, usual class: cytotoxic; AID 686971, 2013;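 also: potency is read from the fitted curve at half-maximal effect; 0% = DMSO wells and -100% = cell-free medium wells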
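% activity derives from luminescence (CellTiter-Glo), normalised to DMSO and no-cell wells. HT-1080-IDH1KD cells, 750/well, had 48 h compound exposure at 37 °C.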
ATXN viability – Viability Counterscreen for Primary qHTS for Inhibitors of ATXN expression; S2 cells (HEK-293 line with an ATXN2-luciferase reporter) viability, CellTiter-Fluor protease fluorescence, 24 h; Potency, µM (series often up to 56.7 µM), hits mostly cytotoxic; 400,000 compounds, 0.49% hits; also: potency is read from the fitted curve at half-maximal effect; nearly all actives have a fitted effect of over 40% in size
HepG2 viability – qHTS for Inhibitors of TGF-b: Cytotox Counterscreen; HepG2 CAGA-GFP viability, ATP luminescence, 18 h; AID 588856, 2011; 410,000 compounds, 0.76% hits; Potency, µM (doses to about 46.1 µM), without a hit: at the top dose activity change, negative = cytotoxicity, actives largely listed as cytotoxic; also: potency is read from the fitted curve at half-maximal effect; some results filed as inactive show a strong effect at the top dose
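HepG2 CAGA-GFP cells (1000/well, DMEM with 1% FBS) received compound, then TGF-beta at 500 pg/mL final, and were incubated 18 hours at 37 degrees C. Viability was read by CellTiter-Glo luminescence. Media-only wells were set as complete cell-killing and DMSO as no toxicity.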
KB-3-1 tox – qHTS assay for MDR1-selective chemotherapeutics: Primary screen using the parental adenocarcinoma cell KB-3-1. KB-3-1 viability, CellTiter-Glo ATP luminescence, 72 h. Potency, µM (titrated, usually from 46.1 µM), inactives show at the top dose activity change, negative = cytotoxic, hits mostly cytotoxic. 400,000 compounds, 1.4% hits. AID 1347075, 2019; also: potency is read from the fitted curve at half-maximal effect; % is scaled to controls: 0 for no effect and ±100 for the full control effect; nearly all actives have a fitted effect of over 60% in size
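Using CellTiter-Glo luminescence, growth of non-resistant KB-3-1 adenocarcinoma cells is assessed 72 h after pin-tool compound addition at 37 °C. Normalized responses across the concentration series yield fitted curves.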
IL1B secr inh – qHTS for Inhibitors of Inflammasome Signaling: IL-1-beta AlphaLISA Primary Screen. activity change, % at 57.5 µM. THP-1 LPS/ATP IL-1B secretion, AlphaLISA, 16 h; active compounds read low. 360,000 compounds, 4.7% hits. AID 743279, 2014; in the data active = activity change below about -50%; inconclusive = mostly about -30% to -49%; also: % is scaled to controls: 0 for no effect and ±100 for the full control effect
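THP-1 cells pretreated 1 hr with compounds (up to 57.5 uM final), then stimulated with LPS (250 ng/mL final) plus ATP (1.25 mM final); secreted IL-1B measured by AlphaLISA after 16 hr, decreased signal indicating inhibition.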
MCF10A rereplic – A quantitative high throughput screen for small molecules that induce DNA re-replication in MCF 10a normal breast cells | MCF 10A DNA re-replication, Hoechst nuclear intensity, 48 h | Potency, µM (top dose mostly 46.1 µM), inactives show at the highest dose activity, positive = re-replication, usual class: activators | 350,000 compounds, 2.9% hits | AID 624296, 2012; also: potency is read from the fitted curve at half-maximal effect; % of control where 0% means no effect; nearly all actives have a fitted effect of over 50% in size
HT1080-NT tox – qHTS for induction of synthetic lethality in tumor cells producing 2HG: qHTS for the HT-1080-NT fibrosarcoma cell line; HT-1080-NT fibrosarcoma viability, CellTiter-Glo ATP luminescence, 48 h; Potency, µM (top dose mostly 46.1 µM), for the others: at the top dose activity, negative = less viability, most hits filed as cytotoxic; 360,000 compounds, 1.6% hits;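 also: NT is the 2HG producing partner of a matched IDH1 knockdown line; potency is read from the fitted curve at half-maximal effect; 0% = DMSO-treated cells and -100% = media-only wells without cells; nearly all actives have a fitted effect of over 55% in size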
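Compounds were tested in concentration-response format on HT-1080-NT cells for 48 hours at 37 degrees C. Cell viability came from CellTiter-Glo luminescence; curves were classified by r2, response magnitude and activity.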
SW480 rerep – A quantitative high throughput screen for small molecules that induce DNA re-replication in SW480 colon adenocarcinoma cells; AID 624297, 2012; 340,000 compounds, 1.8% hits; SW480 DNA re-replication, Hoechst DNA content imaging, 48 h; Potency, µM (series often up to 46.1 µM), for inactives: at the highest dose re-replication activation, most hits filed as activators; also: potency is read from the fitted curve at half-maximal effect; % of control where 0% means no effect; nearly all actives have a fitted effect of over 55% in size
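Quantitative HTS format with DMSO vehicle controls; 48 hr drug incubation at 37 C, then 40 min Hoechst staining and scanning imager measurement at 405 nm excitation.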
ATXN2 expr inh – Primary qHTS for Inhibitors of ATXN expression; Potency, µM (doses to about 57 µM), inactives show at the top dose activity change, negative = inhibition, most hits filed as inhibitors; HEK-293 ATXN2-luciferase reporter, luminescence, 24 h; 360,000 compounds, 0.72% hits; also: potency is read from the fitted curve at half-maximal effect; % is scaled to controls: 0 for no effect and ±100 for the full control effect; nearly all actives have a fitted effect of over 55% in size
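ATXN2-luciferase reporter cells (luciferase flanked by upstream and downstream ATXN2 gene portions) were treated 24 h at 37 °C with compounds at up to 57 uM. SteadyGlo luminescence gave expression; GF-AFC fluorescence gave viability.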
An asterisk follows results filed as active; i = inactive; ? = inconclusive; nt = not tested or not shown; & = joins results of further samples; [ ] = dose if it differs, or a comment. Unless noted, calls follow the shape of the dose curve; as a rule, active = well fitted curve in the direction sought with a large enough effect; inconclusive = small, poorly fitted or top-dose-only effect, or another doubt; inactive = no such curve, though single readings can be large; an effect the other way counts as inactive or inconclusive.

Sequence of screens – HT1080 IDH1KD tx | ATXN viability | HepG2 viability | KB-3-1 tox | IL1B secr inh | MCF10A rereplic | HT1080-NT tox | SW480 rerep | ATXN2 expr inh
- CCn1c(=O)c(C(=O)CN2CCN(Cc3ccc4c(c3)OCO4)CC2)c(N)n(Cc2ccccc2)c1=O
→ -5% | i | -28% | -7% | ? | 4% | -27% | 1% | 0%
- CCOC(=O)c1cc(CC)sc1NC(=O)c1cc(OC)c(OC)c(OC)c1
→ 18% | i | 6% | 8% | -16 | 8% | 17% | 2%[9.22 µM] | -9%
- CCCC(CCC)C(=O)Nc1ccncc1
→ -14% | i | -3% | -8% | 10 | -190%[0.0737 µM] | -2% | -9% | -1%
- COCCNC(=O)c1cccc(OC2CCN(Cc3ccc(F)cc3OC)CC2)c1
→ 1% | i | 0% | -3% | 25 | 2% | 6% | 2% | -1%
- CN1CCN(c2nc(-c3cccs3)cc(C(F)(F)F)n2)CC1
→ 9% | i | -33% | -7% | ? | ? | 4% | 9% | -19%
- CC(/C=N/NC(=O)c1ccco1)=C\c1ccccc1
→ 4% | i | 2% | ? | -8 | 1% | 0% | -19% | -12%
- C[C@@H]1CN([C@H](C)CO)S(=O)(=O)c2ccc(Br)cc2O[C@@H]1CN(C)C(=O)NC1CCCC1
→ -5% | i | -14% | -2% | -11 | nt | -1% | nt | -6%
- O=C(O)CCc1ccc(-c2ccc(Br)cc2)n1CC(=O)O
→ -4% | i | -11% | -1% | 6 | 0% | -4% | 1% | 10%
- Cc1nc(SCC(=O)NCc2ccc(F)cc2)c2c(=O)n(C)c(=O)n(C)c2n1
→ 5% | i | 2% | ? | 17 | -3% | 6% | -5% | 8%
- COc1ccccc1NC(=O)c1ccc(NC(=O)CSc2ncccn2)cc1
→ 0% | i | 3% | -10% | 10 | -8% | 0% | 4% | nt
- C[C@@H]1CN([C@@H](C)CO)C(=O)c2cc(NC(=O)CCC(F)(F)F)ccc2O[C@H]1CN(C)S(=O)(=O)c1ccc(Cl)cc1
→ 14% | ? | 8% | 12% | -3 | 10% | 0% | -9% | 1%
- O=C(COC(=O)c1ccc2ncsc2c1)NC(=O)NCc1ccccc1
→ 14% | i | 1% | 11% | 5 | -1% | 23% | -8% | 9%[11.3 µM]
- COc1ccccc1CNC(=O)CS(=O)Cc1nc(-c2ccc(OC)c(OC)c2)oc1C (configuration not stated)
→ -1% | i | 5%&-21% | 2%&-1% | -4 | -2% | -2% | -1% | nt
- COc1ccc(OC)c(-c2cn(S(=O)(=O)c3ccccc3)nc2N)c1
→ -20% | i | -25% | -11% | -7 | -32%[inhibitor] | -8% | -5% | -3%
- O=[N+]([O-])c1ccc(CP(=O)(c2ccccc2)c2ccccc2)cc1
→ -30% | i | -12% | -18% | 2 | 0% | -7% | 0% | nt
- Cn1ccc2c(N3c4ccccc4CCc4ccccc43)cc3c(c21)C1CCC3O1 (configuration not stated)
→ 18µM* | i | 7.1µM* | -18% | 19 | nt | ? | nt | -17%
- Nn1c(SCC(=O)Nc2cc(C(F)(F)F)ccc2Cl)nncc1=O
→ -23% | i | 1% | -3% | ? | 17% | -13% | -5% | -1%
- Cc1cc(OCC(O)CN2CCN(CCO)CC2)ccc1C(C)C (configuration not stated)
→ 5% | i | -2% | 16% | 12 | 17% | -2% | -6% | 1%
- NC1=NC[C@@H](Cc2ccc(O)cc2)N1CC1CCCCC1
→ 0% | i | -19% | -9% | -19 | -12% | 0% | -6% | -2%
- COc1ccccc1C(=O)NNC(=O)CCC(=O)NCc1ccccc1
→ 6% | i | -18% | 18% | 9 | -2% | 7% | -5% | 1%
- COc1ccc(C/C(C)=N/NC(=O)c2ccc(Cl)cc2)cc1
→ 4% | i | -4% | 4% | -3 | -2% | -2% | -1% | 7%
- COc1ccc(NS(=O)(=O)c2cc([N+](=O)[O-])ccc2NN=Cc2ccccc2OCC(=O)O)cc1
→ -15% | i | -1% | 0% | 14 | 21µM* | -3% | ? | -8%
- Cc1ccc(NC(=O)CCC(=O)NNC(=O)NC2CCCCC2)c(C)c1
→ 0% | i | -8% | 13% | 1 | -2% | 12% | -5% | 7%
- CCOC(=O)[C@H]1[C@H]2COc3ccc(C)cc3[C@@H]2N2C(=O)c3ccccc3NC(=O)[C@@]12C
→ 9% | i | -13% | 0% | -18 | -25% | 12% | 11% | 4%
- COc1ccccc1CC(=O)N(CCC#N)CCC#N
→ 20% | i | -1% | 4% | -21 | -2% | 8% | 0% | 5%
- COc1ccc(Oc2nc3ccccc3n(C)c2=O)cc1
→ 13% | i | 0% | 9% | -17 | 0% | 4% | 0% | 2%
- O=C(O)c1ccccc1C(=O)Nc1ccc(-n2nc(C(F)(F)F)cc2C(F)(F)F)cc1
→ 2% | i | 0% | 18% | 15 | 1% | -14% | -7% | -1%
- CCN(c1ccccc1)S(=O)(=O)c1ccc(OCc2c(C)noc2C)cc1
→ 0% | i | 5% | 1% | 20 | 7% | 1% | 2% | -3%
- O=S1(=O)CCOC[C@H](CC2CCCCC2)N1Cc1cccc(Cl)c1
→ 0% | i | -5%&-114% | ? | 15 | 23% | -27% | 0% | -27%
- Cc1ccc(CCC(=O)Nc2cc(Cl)ccc2Cl)o1
→ -2% | i | -1% | 9% | -28 | -2% | 1% | 7% | 3%

Complete entries, quoted from the list. Values in the order: HT1080 IDH1KD tx, ATXN viability, HepG2 viability, KB-3-1 tox, IL1B secr inh, MCF10A rereplic, HT1080-NT tox, SW480 rerep, ATXN2 expr inh
`Cc1ccc(NC(=O)CCC(=O)NNC(=O)NC2CCCCC2)c(C)c1` as listed: 0%, i, -8%, 13%, 1, -2%, 12%, -5%, 7%
`Cc1nc(SCC(=O)NCc2ccc(F)cc2)c2c(=O)n(C)c(=O)n(C)c2n1` as listed: 5%, i, 2%, ?, 17, -3%, 6%, -5%, 8%

Ordered by the number under IL1B secr inh (largest number first): three from the list above.
canonical_smiles | IL1B secr inh
O=S1(=O)CCOC[C@H](CC2CCCCC2)N1Cc1cccc(Cl)c1 | 15
CC(/C=N/NC(=O)c1ccco1)=C\c1ccccc1 | -8
COc1ccccc1CC(=O)N(CCC#N)CCC#N | -21

The list continues:
Sequence of screens – HT1080 IDH1KD tx | ATXN viability | HepG2 viability | KB-3-1 tox | IL1B secr inh | MCF10A rereplic | HT1080-NT tox | SW480 rerep | ATXN2 expr inh
- CCOC(=O)C1=C(O)C(=O)N(c2ccc(S(N)(=O)=O)cc2)C1c1ccc([N+](=O)[O-])cc1 (configuration not stated)
→ 12% | i | -3% | 6% | 0 | 2% | 12% | 0% | 1%
- O=C1CC(CC(=O)N/N=C/c2ccccc2[N+](=O)[O-])=NN1
→ 7% | i | 21% | 4% | 0 | -5% | 11% | -4% | 0%
- CCn1c(=O)n(CC(=O)Nc2cc(OC)ccc2OC)c(=O)c2ccccc21
→ -3% | i | -3% | -4% | 13 | 2% | -2% | -13% | -2%
- O=S(=O)(c1ccc(NC(=S)NC2CCCC2)cc1)N1CCCC1
→ -7% | i | -13% | -3% | 34 | 4% | -21% | -21% | 6%
- CN(C)C(CNc1ncccn1)c1ccccc1 (configuration not stated)
→ 19% | i | 2% | -6% | -3 | -5% | 26% | -2% | 31%
- O=C(OCC1CC(c2ccccn2)=NO1)c1ccc(Br)cc1 (configuration not stated)
→ 7%[9.24 µM] | i | 2% | 12% | 21 | 4% | -5% | 23% | 25%
- Cc1cc(C)cc(-n2c(SCC(=O)NCC3CCCO3)nc3c([nH]c4ccccc43)c2=O)c1 (configuration not stated)
→ nt | i | -30% | 0% | nt | nt | nt | nt | 12%
- CCOC(=O)c1cnn(CCOC(=O)c2ccccc2)c1NC(=O)c1ccccc1
→ -6% | i | -11% | 16% | -3 | 0% | -1% | 1% | 2%
- O=C(Nc1ccc(C(=O)c2ccc(C(=O)O)c(C(=O)O)c2)cc1)c1ccccc1
→ 6% | i | -20% | 1% | 10 | 6% | -1% | -1% | nt
- COc1ccc(NC(=O)C(=O)NNC(=O)COc2ccc(Cl)cc2)c(OC)c1
→ -1% | i | -4% | -17% | -26 | 11% | -13% | -4% | -20%
- Cc1cc(Br)ccc1-n1[nH]c(C)c(C=Nc2cccc3nsnc23)c1=O
→ ? | nt | 0% | 4% | 43 | -25% | -21% | ? | -28%
- CC(C)CN(C(=O)CN1CCN(S(=O)(=O)c2ccc3ccccc3c2)CC1)c1c(N)n(CC(C)C)c(=O)[nH]c1=O
→ 17% | i | 1% | -5% | -15 | 7% | 11% | 0% | -15%
- O=C1CCC(=O)N1c1ccc(NC2CCN(Cc3ccccc3)CC2)c([N+](=O)[O-])c1
→ 1% | ? | -15% | 0% | -3 | 2% | 7% | -11% | nt
- CCCCNCc1ccc(SC)cc1
→ 2% | i | -9% | ? | -20 | -6% | 0% | -5% | -10%
- CC1CCC(NC(=O)c2cc3c(s2)CCCC3)CC1 (configuration not stated)
→ -6% | i | -2% | -4% | -27 | 1% | -14% | -249%[inhibitor] | 3%
- O=C(C1CCN(S(=O)(=O)c2cccc3nsnc23)CC1)N1CCc2ccccc2C1
→ -4% | i | -17% | -7% | -63* | ? | -4% | 8% | -3%
- CCCNC(=O)Nc1ccsc1C(=O)OC
→ 22% | i | -1% | 2% | -11 | 1% | 12% | -5% | -11%
- CC1CCCCN1C(=O)C(Cc1ccccc1)N1C(=O)C2CCCCC2C1=O (configuration not stated)
→ 21% | i | 12% | -1% | -4 | 0% | 11% | -1% | 2%
- O=C(COc1ccc(Cl)cc1)Nc1cccc(-c2ccc3nncn3n2)c1
→ 2% | i | -26% | -8% | -18 | 7% | 22% | 0% | -6%
- COc1ccc(CCNC(=O)c2ccc3ccccc3n2)cc1
→ 2% | i | -4% | 0% | -12 | 24% | -1% | 2% | 40%[activator]
